# OX1R antag = blocks the human orexin 1 receptor; O43613; CHO/OX1R cells, Fluo-8 calcium fluorescence, orexin A; inhibition, % at 5 µM; 330,000 tested, 0.43% active;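 active = inhibition above its plate's threshold, mean inhibition of all tested compounds on the plate plus 3 SD, cut at about 37% in these data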;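 also: 0% = orexin A challenge wells and 100% = SB-334867-A antagonist wells; not every result past the cut was called active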
# Target sequence (O43613 whole entry, looked up): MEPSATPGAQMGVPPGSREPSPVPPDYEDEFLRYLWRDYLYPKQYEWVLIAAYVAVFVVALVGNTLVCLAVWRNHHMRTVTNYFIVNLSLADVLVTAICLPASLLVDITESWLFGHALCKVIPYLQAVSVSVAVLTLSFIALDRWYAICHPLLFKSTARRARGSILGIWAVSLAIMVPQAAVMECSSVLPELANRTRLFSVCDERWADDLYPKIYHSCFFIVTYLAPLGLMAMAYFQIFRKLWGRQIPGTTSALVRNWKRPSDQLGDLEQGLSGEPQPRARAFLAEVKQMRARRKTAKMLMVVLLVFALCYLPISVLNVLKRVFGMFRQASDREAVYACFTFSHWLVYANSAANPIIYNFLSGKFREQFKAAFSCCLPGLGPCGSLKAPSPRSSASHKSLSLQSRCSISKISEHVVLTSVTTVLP
# CHT allo act = allosteric activators of human choline transporter CHT. Q9GZV3. AID 488977. 310,000 tested, 0.49% active. CHT-expressing cells, membrane potential dye, choline EC20; stronger effect = higher value; LV-AA mutant CHT in HEK293 cells. B-score at 10 µM;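 active = initial fluorescence not abnormally high and integrated response B-score, plate-corrected, over 3 SD above library mean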
# Target sequence (Q9GZV3 whole entry, looked up): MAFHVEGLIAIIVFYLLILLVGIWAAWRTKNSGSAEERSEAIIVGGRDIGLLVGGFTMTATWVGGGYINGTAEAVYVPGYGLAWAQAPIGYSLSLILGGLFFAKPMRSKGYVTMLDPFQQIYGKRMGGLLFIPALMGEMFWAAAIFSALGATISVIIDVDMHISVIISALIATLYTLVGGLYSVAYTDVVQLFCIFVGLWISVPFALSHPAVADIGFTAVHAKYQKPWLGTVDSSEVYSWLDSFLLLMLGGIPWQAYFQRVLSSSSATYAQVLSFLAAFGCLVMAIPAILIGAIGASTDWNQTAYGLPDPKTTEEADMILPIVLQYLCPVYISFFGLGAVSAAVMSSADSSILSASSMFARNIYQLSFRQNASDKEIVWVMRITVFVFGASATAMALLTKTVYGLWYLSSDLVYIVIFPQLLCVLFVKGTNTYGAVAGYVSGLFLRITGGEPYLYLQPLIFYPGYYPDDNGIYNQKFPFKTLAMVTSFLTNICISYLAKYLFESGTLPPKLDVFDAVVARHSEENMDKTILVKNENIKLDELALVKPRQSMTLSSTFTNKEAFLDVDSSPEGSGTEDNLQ
# Active calls of the source: *; i = inactive; . = not tested or not shown.
Molecule	OX1R antag	CHT allo act
CCS(=O)(=O)Nc1ccc(C(=O)CC2(O)C(=O)Nc3ccc(Br)cc32)cc1 (configuration not stated)	11.5	i
Cc1nc(N)sc1C(=O)NN	-18.3	i
CN(CC(=O)Nc1ccccc1Br)C(=O)CNC(=O)c1cccs1	-14.0	.
CCC(=O)c1ccc(N2CCN(C(=O)c3ccccc3Br)CC2)c(F)c1	-15.6	i
CCC(=O)NCc1c(Cl)cccc1-n1cccc1	-0.9	i
Cc1cc(C)nc(SCC(=O)Nc2ncccn2)n1	3.6	i
NC12NC(=O)C3(O)C4C5CC(C6C5C3C61)C42 (configuration not stated)	-2.4	i
Cc1cc(-n2[nH]c(C)c(C)c2=O)nc(-c2ccccc2O)n1	-19.5	i
CCCC(c1nnnn1CCOC)N1CCN(Cc2ccccc2)CC1 (configuration not stated)	-21.1	i
COC(=O)CSc1nnc(CNC(=O)c2ccccc2OC)n1C	-10.5	i
C/C(=N/OC(=O)c1ccccc1Br)c1ccc(C)cc1	-17.2	i
NC(=O)CC(NC(=O)Cc1ccc(Br)cc1)c1ccc(NCc2ccccn2)c([N+](=O)[O-])c1 (configuration not stated)	-14.6	i
O=C(Nc1cccc(Br)c1)c1ccc(CN2CCc3ccccc3C2)cc1	-22.9	i
CC(=O)c1c(O)cc(=O)n(-c2ccccc2)c1-c1cccc2ccccc12	-13.6	i
COc1ccc(CCN=C(N)NS(=O)(=O)c2ccc(C)cc2)cc1OC	-5.9	i
Cc1cccc(CN2CCC(N3CC(C)OC(C)C3)CC2)c1 (configuration not stated)	-3.8	i
CC(C)CNC(=O)c1cccc(Cn2cc(Cl)cn2)c1	-21.0	i
COc1cc(NC(=O)CSCc2cnn(-c3ccccc3)c2-n2cccc2)cc(OC)c1	49.7*	i
CCCc1cc(C(N)=O)c(NC(=O)c2cc(C)on2)s1	-7.6	i
Cc1ccc(NC(=O)c2cccc(OCc3c(C)noc3C)c2)cc1	-32.3	i
CCc1ccc(CN(C)Cc2nc(-c3cccc(Cl)c3)no2)nc1	-27.0	i
CCc1nnc(SCC(=O)Nc2ccc(NC(C)=O)cc2)n1-n1cccc1	-7.8	i
CN1CCN(c2ccc(C(CC(N)=O)NC(=O)Cc3cccc4ccccc34)cc2[N+](=O)[O-])CC1 (configuration not stated)	-6.5	i
CCOC(=O)N1CCN(C/C(C)=C/c2ccccc2)CC1	-4.4	i
CC(=O)c1ccc(OCCCC(=O)N2CCN(S(=O)(=O)c3cc(C)ccc3C)CC2)cc1	-14.4	i
O=[N+]([O-])c1ccc2c(c1)nc1n2CCN(c2ccccc2)C1	-14.1	i
COc1ccc(-c2csc(NC(=O)Nc3ccccc3)n2)cc1	-1.4	i
O=C(Nc1ccccc1C(=O)N1CCCCC1)C1CCCCC1	-14.8	i
O=S(=O)(c1ccccc1)N(Cc1ccccn1)Cc1ccccn1	-17.3	i
N#CCCN=C(NS(=O)(=O)c1ccccc1)c1ccccc1	-11.7	i
Cc1cc(C)cc(NS(=O)(=O)c2ccc(F)cc2)c1	-25.5	i
Cc1ccc(S(=O)(=O)CCC(=O)NCc2ccco2)cc1	-13.2	i
CC1CCN(C(=O)C(Cc2ccccc2)NS(=O)(=O)c2ccc3c(c2)oc(=O)n3C)CC1 (configuration not stated)	-34.3	i
CC(C)n1nccc1NC(=O)COC(=O)c1ccc(NC(N)=O)cc1	-10.9	.
N#CCOc1nc(N2CCOCC2)nc(N2CCOCC2)n1	-12.8	i
Cc1ccc(-c2noc(CCC(=O)Nc3ccc(C)cn3)n2)cc1	-20.4	i
COc1ccc(C(=O)c2cc([N+](=O)[O-])ccc2N2CCOCC2)cc1	-10.5	10.5*
CCN1CCN(C(=O)CCn2c(=O)c3cccn3c3cccnc32)CC1	-21.9	i
NS(=O)(=O)c1ccc(CNC(=O)c2cc(=O)c3ccccc3o2)cc1	-26.1	i
COc1ccccc1CNC(=O)CCCNC(=O)Cn1cnc2sc(C)c(C)c2c1=O	-33.2	i
CCCNC(=O)CSc1nc2ccccc2c(=O)n1CCC	-30.1	i
COC(=O)Cc1ccc(NC(=S)N2CCN(CCO)CC2)cc1	-4.4	i
CCOC(=O)/C=C1\SCC(=O)N1CC(=O)Nc1ccccc1OC(F)F	-15.4	i
O=C(O)/C=C/C(=O)Nc1cc(F)ccc1F	-26.2	i
CCOc1ccc(-n2c(SCC(=O)Nc3ccc(Br)cc3)nc3n[nH]c(C)c3c2=N)cc1	-36.5	i
CC(C)(C)NC(=O)CSc1nc(N)c(-c2ccccc2)c(=O)[nH]1	7.6	i
CC(C)(C)NC(=O)Cn1c(SCC(=O)NCc2cccs2)nc2ccccc21	-10.2	i
COc1ccc(NC(=O)CSc2ncnc3sc(C)cc23)cc1	-22.4	i
Cc1c(NC(=O)COc2cccc(Cl)c2Cl)c(=O)n(-c2ccccc2)n1C	-25.9	i
N#Cc1ccc(S(=O)(=O)Nc2ccccc2N2CCOCC2)cc1	-13.8	.
O=C(CCN1C(=O)/C(=C\c2ccccc2F)SC1=S)Nc1ccc(C(=O)O)c(O)c1	-9.4	i
CC1(C)CC(=O)C(C2NCCc3ccccc32)=C(O)C1 (configuration not stated)	-3.2	i
Cc1oc(-c2cccc(Cl)c2)nc1CS(=O)(=O)CC(=O)NCCN1CCCC1	-12.6	i
Cc1nc2cc3c(cc2s1)OCO3	-24.3	i
CCOc1ccc(S(=O)(=O)N2CCN=C2Cc2ccccc2)cc1C	-8.0	i
O=C(Nc1nc(=O)n(C(=O)C2CC2)s1)c1ccccc1	5.0	i
Cc1cc2oc(=O)cc(CN3CCC(C)CC3)c2c(C)c1Cl	-17.6	i
Cc1cccc(N(C(=O)c2ccc(CN3CCOCC3)o2)C(C(=O)NC(C)(C)C)c2ccc(F)cc2)c1 (configuration not stated)	-42.6	i
COC(=O)c1ccc(NC(=O)Cc2ccccc2)cc1	-16.6	i
O=S(=O)(c1ccc(-c2ccon2)s1)N1CCCC1	-8.3	i

# Going on with the list:
Molecule	OX1R antag	CHT allo act
O=C(c1ccccc1)N1CCCCC(Sc2nnnn2-c2ccccc2)C1=O (configuration not stated)	-20.2	i
O=C(C[C@@H]1C/C=C/CCCC(=O)O[C@H](c2ccccc2)CNC1=O)NCCO	-3.1	.
COc1ccc(/C=C(\C#N)C(=O)Nc2ccc3[nH]c(=O)[nH]c3c2)cc1	-8.2	i
Fc1ccc(-c2nc3ccccc3c3nc4ccccc4n23)cc1	-10.6	i
C=CCn1c(NC(=O)c2ccc(Br)o2)c(S(=O)(=O)c2ccccc2)c2nc3ccccc3nc21	-28.6	i
COCCCNC(=O)CSc1ccc(Cl)cc1	-6.6	i
CC(C)N1CCC2(CC1)Oc1ccc(Br)cc1C1CC(c3cccnc3)=NN12 (configuration not stated)	-26.6	i
Cn1c(=O)n(C)c2cc(/C=N/NC(=O)c3ccncc3)ccc21	-15.7	i
Cc1oc2c(c(C)cc3oc(=O)c(CC(=O)N[C@@H](C)C(=O)O)c(C)c32)c1C	-2.3	i
CC(C)n1nnnc1-c1cccc(Cl)c1	-15.5	i
CC(C)OCCCNC(=O)Cn1ccc2cc(S(=O)(=O)N3CCCCC3)ccc21	-6.9	i
CCCOc1ccc(S(=O)(=O)N2C(=O)CC(=O)N(Cc3ccc(OCC)cc3)C2=O)cc1	-21.0	i
CC(C)C[C@@H](CN=[N+]=[N-])N1CCN(CC(C)C)CCC1=O	-29.3	i
CCOC(=O)c1ccc(N2CCCCC2)c(NS(=O)(=O)c2ccc(C)cc2)c1	-31.4	i
COc1ccccc1N1CCN(C(c2cccs2)C(C)NC(=O)C(=O)N2CCOCC2)CC1 (configuration not stated)	-23.9	i
Cc1ccccc1OCCCSc1nc2ccccc2[nH]1	-15.1	i
Cc1nc(SCC(N)=O)[nH]c(=O)c1Cc1ccc(OC(C)C)cc1	-4.9	i
CC(=Nc1ccccc1)C1=C(O)COC1=O	2.5	i
Cc1ccc(OCCC(=O)NCCc2ccc(S(N)(=O)=O)cc2)cc1	-8.5	i
CCN(CC(=O)Nc1ccc2c(c1)OCCO2)C(=O)/C=C/c1cccc(Br)c1	16.0	i
Cc1cccc(C(=O)N2CCCC(N3CCN(Cc4ccc5c(c4)OCO5)CC3)C2)n1 (configuration not stated)	-43.7	i
O=C(CSc1nc2ccc(Nc3nc(N4CCOCC4)nc(N4CCOCC4)n3)cc2s1)Nc1ccccc1F	.	i
O=C(CCS(=O)(=O)c1ccc2c(c1)NC(=O)CS2)NCc1ccccc1Cl	-18.2	i
CC(C)NC(=O)CSCc1cccc(Br)c1	1.3	i
COc1ccc(C(=O)C(C)Oc2cccc(NC(=O)c3cccc([N+](=O)[O-])c3)c2)cc1 (configuration not stated)	6.3	i
O=S(=O)(NCc1ccco1)c1ccc(Cl)cc1Cl	-21.1	i
Cc1coc2cc3oc(=O)c(CCC(=O)NCCCN4CCCC4=O)c(C)c3cc12	-19.5	i
CCC(C)C(=O)Nc1nnc(SCC(=O)NC(C)(C)C)s1 (configuration not stated)	-1.9	i
O=C(O)c1cccc2c1C(=O)c1ccc(N3CCCCC3)cc1S2(=O)=O	-2.4	.
O=c1ccc2cc(S(=O)(=O)NCCCc3ccccc3)ccc2[nH]1	-31.4	i
Cc1ccccc1-c1cc(-c2ccccc2O)on1	-23.9	i
Cc1nn(CC(=O)Nc2ccc3c(c2)nc(CN2CCCCC2)n3C)c(=O)c2ccccc12	-23.2	i
CS(=O)(=O)Nc1nnc(Cc2ccccc2)s1	-5.6	i
O=C(NCc1ccco1)c1ccc(S(=O)(=O)N2CCOCC2)cc1	-10.8	i
CCNC(=O)/C(C#N)=C/c1c(N2CCN(c3cccc(Cl)c3)CC2)nc2c(C)cccn2c1=O	.	i
O=C(Nc1ccccc1)N(CCCN1CCOCC1)Cc1ccccc1F	-21.4	i
CCN(CC)CC(O)CN(c1ccccc1)S(=O)(=O)c1ccc2ccccc2c1 (configuration not stated)	-20.2	i
Cc1ccc(OCC(=O)Nc2ccc3c(c2)OCO3)c([N+](=O)[O-])n1	0.9	i
COC(=O)Cc1c(C)c2ccc(OCC(=O)NC3CCS(=O)(=O)C3)cc2oc1=O (configuration not stated)	4.3	i
O=C(Nc1ccc(NC(=O)C2CCCN2C(=O)OCc2ccccc2)cc1)c1ccco1 (configuration not stated)	-6.8	i
CCN(CC)S(=O)(=O)c1cc(NC(=O)C(C)OC(=O)c2[nH]c(C)c(C(C)=O)c2C)ccc1C (configuration not stated)	-10.0	i
O=C(c1cc2ccccc2c(=O)o1)N1CCc2ccccc2C1	-14.4	i
N#CCc1c(C#N)c(N)nc(N2CCCC(CO)C2)c1C#N (configuration not stated)	-5.0	i
C/C(=N\N1CCN(C2c3ccccc3-c3ccccc32)CC1)c1cccnc1	-9.1	i
CCN(CC)S(=O)(=O)c1ccc(N2CCOCC2)c(NC(=O)c2c3c(nc4ccccc24)CCC3)c1	-21.8	i
O=C(CCCC(=O)OCC(=O)c1ccc(F)cc1)Nc1cc(C(F)(F)F)ccc1Cl	-17.3	i
O=C(NCCN1CCOCC1)c1csc2c1CCCC2	-11.5	i
FC(F)(F)c1ccc(/C=N/N2CCN(Cc3ccccc3)CC2)cc1	-7.6	i
CCN(CC)S(=O)(=O)c1ccc2c(c1)oc(=O)n2CC(=O)N(C)C1CCCCC1	-6.5	i
CN(CCC#N)C(=O)COC(=O)c1c2c(nc3ccccc13)/C(=C/c1ccco1)CC2	4.3	i
CCCS(=O)(=O)N1CCN=C1SCc1ccc(C)cc1	-10.4	i
Cc1cc(C(=O)COc2ccccc2C(N)=O)c(C)n1CC1CCCO1 (configuration not stated)	33.6	i
CS(=O)(=O)Nc1ccccc1C(=O)Nc1cc(Cl)cc(Cl)c1	10.8	i
Cc1ccc(SC[C@H](C)CN2CC[C@H](C)CCC2=O)cc1	-46.6	i
CCCCCCCC(=O)NN=C1CCN(Cc2ccccc2)CC1	-18.0	i
CCNC(=O)CCSc1nnc(-c2ccco2)o1	-16.7	i
CCOC(=O)Cn1cnc2scc(-c3ccccc3)c2c1=O	-15.7	i
Nc1c(N(CCC2=CCCCC2)C(=O)c2ccc([N+](=O)[O-])o2)c(=O)[nH]c(=O)n1Cc1ccccc1	-12.8	i
C[C@H](CO)N1C[C@H](C)[C@@H](CN(C)Cc2ccc(Cl)c(Cl)c2)Oc2c(NS(=O)(=O)c3cn(C)cn3)cccc2C1=O	-29.8	.
CCOC(=O)c1ccccc1NC(=O)Cn1cnc2c(cnn2-c2ccc(OC)cc2)c1=O	-20.1	i

# Later entries
Molecule	OX1R antag	CHT allo act
Cn1c(SCCOc2ccc(Cl)cc2)nnc1-c1ccncc1	-3.0	i
CCOc1ccc(C2C(C(=O)OC)=CN(CCOC)C=C2C(=O)OC)cc1	-15.4	i
CCCCNS(=O)(=O)C1CCS(=O)(=O)C1 (configuration not stated)	-17.7	i
O=C(NC1CC1)C1CC(=O)N(C2CCCCC2)C1 (configuration not stated)	-3.0	i
NCCCn1c(C(=O)c2ccc(Cl)cc2)c2ccc([N+](=O)[O-])cc2[n+]1[O-]	-7.7	i
CCN(CC)S(=O)(=O)c1cccc(-c2nnc(SCC(=O)c3cc(C)n(C)c3C)o2)c1	-23.7	i

# Part of the list above in order of SMILES length, smallest number first.
Molecule	OX1R antag	CHT allo act
CCCCNS(=O)(=O)C1CCS(=O)(=O)C1 (configuration not stated)	-17.7	i
Cn1c(SCCOc2ccc(Cl)cc2)nnc1-c1ccncc1	-3.0	i
CCOc1ccc(C2C(C(=O)OC)=CN(CCOC)C=C2C(=O)OC)cc1	-15.4	i
CCN(CC)S(=O)(=O)c1cccc(-c2nnc(SCC(=O)c3cc(C)n(C)c3C)o2)c1	-23.7	i
